Bioassay records (PubChem BioAssay)
DENV2 CPE rescue: inhibitors of DENV2 cytopathic effect, primary screen, cell-based, plate reader, single concentration; DENV2-infected cells, cytopathic effect rescue; CPE inhibition, % at 9.99 µM; hit rate 1.7% among 350,000; in the data active = CPE inhibition above about 20%, passing the limit was not always enough; inconclusive = no clear call, values can overlap the other calls; tested in BHK-21 cells;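 also: 0% = median of neutral control wells and 100% = median of positive control wells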
F508del corr: F508del CFTR correction, initial screen, CFBE line, single point; CFBE cells, YFP halide quenching; stimulated with forskolin plus potentiator P3; % fluorescence drop versus neutral controls; activity (quench increase), % at 7.58 µM; hit rate 0.36% among 350,000; AID 720511, 2013;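 active = mean added fluorescence quench of at least 8% versus neutral control, with both replicates also reaching 8%; inconclusive = only one of the mean or replicate conditions met; inactive = mean below 8% and not both replicates reaching 8%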;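 also: cells transiently co-express mutant CFTR-F508del with the halide-sensitive YFP; corrector assay measuring rescue of mutant channel to the surface after 24 h compound exposure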
miR122 inh: miR-122 Renilla sensor signal increase in Huh7, primary screen, miR-122 inhibitor project, cell-based, single point, plate reader. Huh7 miR-122 Renilla luciferase sensor, 48 h; neutral wells = 0, positive control = 100. activation (reporter increase), % at 12.5 µM. hit rate 0.3% among 340,000;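 active = mean replicate activation score at least 90 and every replicate individually at or above 90; inconclusive = only one of the two criteria met; inactive = neither criterion met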;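 also: higher luciferase means less miR-122 activity so hits act as miR-122 inhibitors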
ERAP1 inh: human ERAP1 aminopeptidase inhibitors, primary screen, biochemical, single point, plate reader; Endoplasmic reticulum aminopeptidase 1 (Homo sapiens), Q9NZ08; recombinant ERAP1, Leu-AMC fluorescence, 60 min; inhibition, % at 10.7 µM; hit rate 0.15% among 340,000; AID 652197, 2013;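 active = mean replicate inhibition of at least 30%, or all replicates individually reaching that 30% level; inactive = mean below 30% and not every replicate reaching it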;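 also: 0% = neutral control wells and 100% = L-leucinethiol positive control wells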
CASP6 VEID inh: human caspase-6 inhibitors, primary screen, biochemical, VEID-R110 fluorescence, single point, set 2 | AID 686996, 2013 | P55212 | hit rate 0.53% among 350,000 | inhibition, % at 12.5 µM | purified caspase-6, Z-VEID-R110 cleavage fluorescence;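 active = mean inhibition across replicates at least about 35%, with every replicate also reaching that limit, limit read from the data; inconclusive = only one of the two criteria met; inactive = neither criterion met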;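 also: 0% = median of neutral control wells and 100% = no fluorescence left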
Target sequence (P55212 24-179 limits assumed): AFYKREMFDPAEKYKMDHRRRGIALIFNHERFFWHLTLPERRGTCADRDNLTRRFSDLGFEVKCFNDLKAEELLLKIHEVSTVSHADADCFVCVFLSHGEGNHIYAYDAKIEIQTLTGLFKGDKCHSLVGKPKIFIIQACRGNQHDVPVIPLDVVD
Target sequence (P55212 194-293 limits assumed): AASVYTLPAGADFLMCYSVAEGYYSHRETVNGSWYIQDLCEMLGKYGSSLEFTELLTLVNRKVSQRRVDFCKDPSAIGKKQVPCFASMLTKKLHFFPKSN
ERp5 inh: inhibitors of ERp5-driven insulin aggregation, primary screen, biochemical, turbidity, absorbance 650 nm, single point | 90 min | inhibition, % at 9.99 µM | hit rate 0.05% among 350,000;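 active = mean replicate inhibition above about 25%, with every replicate also reaching it, limit read from the data, passing the limit was not always enough; inconclusive = only one of those two criteria met; inactive = neither criterion met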
Target sequence (Q15084 whole entry, looked up): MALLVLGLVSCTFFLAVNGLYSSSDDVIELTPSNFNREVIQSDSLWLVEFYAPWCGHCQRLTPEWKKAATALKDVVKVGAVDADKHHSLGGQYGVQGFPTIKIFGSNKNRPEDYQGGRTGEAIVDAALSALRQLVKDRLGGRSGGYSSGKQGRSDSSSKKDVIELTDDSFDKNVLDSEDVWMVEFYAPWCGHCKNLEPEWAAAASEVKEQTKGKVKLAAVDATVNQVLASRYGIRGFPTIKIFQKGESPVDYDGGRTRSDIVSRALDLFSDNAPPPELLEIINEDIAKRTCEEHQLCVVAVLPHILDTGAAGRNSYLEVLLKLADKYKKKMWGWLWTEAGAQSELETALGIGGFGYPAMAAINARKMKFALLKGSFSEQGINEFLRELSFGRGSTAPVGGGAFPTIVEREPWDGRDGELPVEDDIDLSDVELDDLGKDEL
SIRT5 inh: SIRT5 desuccinylase inhibitors, primary screen, biochemical, fluorescence imaging, single point, set 5; inhibition, % at 15 µM; NAD-dependent protein deacylase sirtuin-5, mitochondrial (Homo sapiens), Q9NXA8; hit rate 1.1% among 330,000; AID 652115, 2013; Purified SirT5, succinyl-peptide AMC, trypsin-coupled fluorescence; in the data active = inhibition above about 15%; inconclusive = no clear call, values can overlap the other calls
Target sequence (Q9NXA8 whole entry, looked up): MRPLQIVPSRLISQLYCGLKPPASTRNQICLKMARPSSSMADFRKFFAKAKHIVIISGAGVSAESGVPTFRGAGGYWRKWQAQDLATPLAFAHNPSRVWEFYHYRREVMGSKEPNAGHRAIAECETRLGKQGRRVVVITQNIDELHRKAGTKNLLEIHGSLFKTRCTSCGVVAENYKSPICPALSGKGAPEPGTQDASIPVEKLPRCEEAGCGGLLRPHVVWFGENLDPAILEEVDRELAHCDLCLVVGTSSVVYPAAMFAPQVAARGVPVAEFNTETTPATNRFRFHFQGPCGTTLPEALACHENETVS
An asterisk follows results filed as active; ? = inconclusive; nt = not tested or not shown; [ ] = remark or other dose. An unsorted share of the library, and some 4% of all compounds hit somewhere here.

Start of the listing, in advance, 2 compounds:
SMILES	DENV2 CPE rescue	F508del corr	miR122 inh	ERAP1 inh	CASP6 VEID inh	ERp5 inh	SIRT5 inh
O=C1NC[C@H](Cc2ccc(O)cc2)N(C[C@@H]2CCCN2C[C@H](Cc2ccc(O)cc2)N2C[C@H](Cc3ccccc3)N(CC3CCCCC3)C(=O)C2=O)C1=O	?	-0.4	nt	-4.3	3.8	5.8	3.5
COc1ccc(-c2ccc3c(c2)O[C@@H](CN(C)C(=O)c2ccccc2F)[C@H](C)CN([C@H](C)CO)S3(=O)=O)cc1	-0.6	-1.5	12.3[16.7 µM]	2.8	0.0	-2.6	4.1

The list itself, repeating the preview:
SMILES	DENV2 CPE rescue	F508del corr	miR122 inh	ERAP1 inh	CASP6 VEID inh	ERp5 inh	SIRT5 inh
O=C1NC[C@H](Cc2ccc(O)cc2)N(C[C@@H]2CCCN2C[C@H](Cc2ccc(O)cc2)N2C[C@H](Cc3ccccc3)N(CC3CCCCC3)C(=O)C2=O)C1=O	?	-0.4	nt	-4.3	3.8	5.8	3.5
COc1ccc(-c2ccc3c(c2)O[C@@H](CN(C)C(=O)c2ccccc2F)[C@H](C)CN([C@H](C)CO)S3(=O)=O)cc1	-0.6	-1.5	12.3[16.7 µM]	2.8	0.0	-2.6	4.1
CC(C)c1ccc(NC(=O)NC2CC3CCC(C2)N3Cc2cccs2)cc1 (stereo not drawn)	7.3	-2.9	1.5	nt	-7.0	3.0	nt
COc1cc(CN2CCN(Cc3ccc(SC)cc3)CC2)cc(OC)c1O	-6.7	0.0	3.9	-1.1	0.0	-2.7	-3.5
Cc1noc(C)c1S(=O)(=O)N(C)C[C@@H]1OCc2ccccc2-c2c(n(C)c3ccccc23)C(=O)N([C@@H](C)CO)C[C@H]1C	-3.0	-1.0	nt	1.7	-2.3	-1.0	-0.2
Cc1cc(NC(=O)Nc2cccc(C(F)(F)F)c2)n(C)n1	3.9	nt	nt	-1.4	-6.1	2.3	-2.1
Cc1cc(=O)[nH]c(SCC(=O)NCC2CCCCC2)c1C#N	-5.8	3.0	-9.5	2.1	1.0	-3.8	1.2
Cc1ccc(C(=O)OCC(=O)NCc2cccs2)c(C)c1	-4.3	-2.9	nt	0.4	-1.8	-4.1	3.5
COc1ccccc1C(=O)N1CCN(CCNC(=O)C(=O)Nc2ccc(Br)c(C)c2)CC1	2.5	-1.2	nt	-3.0	3.2	4.9	-0.1
COc1ccc2cc(C(=O)NCc3ccccc3)c(=O)oc2c1	-1.3	1.5	0.5	-4.8	-0.7	1.8	-0.8
CCN(CC)S(=O)(=O)c1ccc(OC)c(-n2cnnn2)c1	6.9	-2.3	-0.4	2.6	1.3	3.9	7.5
C[C@H](CO)N1C[C@H](C)[C@H](CN(C)C(=O)Nc2cccc3ccccc23)Oc2c(NS(=O)(=O)c3cccs3)cccc2C1=O	2.9	-3.2	-5.3[16.7 µM]	-0.7	0.2	0.5	1.9
O=C(CCn1ccc([N+](=O)[O-])n1)Nc1nccs1	-4.7	-2.0	3.8	2.5	-2.1	-1.8	-3.0
COc1ccc(NC(=O)Nc2ccc3c(c2)CC(=O)N([C@H](C)CO)C[C@H](C)[C@@H](CN(C)C(=O)Nc2c(C)noc2C)O3)cc1	2.3	-2.9	5.1[16.7 µM]	nt	nt	nt	nt
CCn1c(SCC(=O)NC2=NCCS2)nnc1C(C)NC(=O)c1ccccc1Br (stereo not drawn)	-5.2	0.6	0.5	-3.2	2.1	0.9	1.1
O=C(NCC[C@@H]1CC[C@H](NS(=O)(=O)c2ccccc2)[C@@H](CO)O1)c1cc(Cl)cc(Cl)c1	1.6	-0.2	-8.2[16.7 µM]	0.1	-2.3	0.8	4.0
O=[N+]([O-])c1ccc(Cl)c(NC(=S)N2CCCC2)c1	-3.0	0.9	nt	3.6	-2.6	9.4	-3.3
C/C(CC(=O)Nc1ccc2c(c1)OCCO2)=N\NC(=O)Cc1ccc(Cl)cc1	-7.3	-0.3	1.4	-6.3	1.5	-1.2	-5.3
CCN(Cc1cc(=O)n2ccsc2n1)Cc1nc2ccccc2c(=O)[nH]1	2.9	-2.2	-0.5	-0.7	0.0	-2.2	-0.7
Cc1noc(C)c1NC(=O)Nc1ccc2c(c1)C(=O)N([C@@H](C)CO)C[C@H](C)[C@@H](CN(C)S(=O)(=O)c1c(C)noc1C)OCCCC[C@H](C)O2	-15.2	0.3	9.6[16.7 µM]	-2.2	-0.4	-0.6	0.2
COc1cccc(NC(=O)c2oc3ccccc3c2NC(=O)C2CC2)c1	nt	nt	-6.4	-3.8	-2.4	1.2	-1.7
C[C@@H]1CN([C@@H](C)CO)S(=O)(=O)c2ccc(-c3ccc(C#N)cc3)cc2O[C@H]1CN(C)C(=O)CN(C)C	-0.2	-2.7	-1.3[16.7 µM]	1.1	-2.0	-0.7	-0.2
OCCCN=C1CCCc2c1[nH]c1ccc(Cl)cc21	-0.4	-0.3	nt	nt	-3.9	8.1	-2.3
C[C@@H]1CN([C@H](C)CO)S(=O)(=O)c2ccc(C#C[C@@H](C)O)cc2O[C@H]1CN(C)Cc1ccccc1	0.4	-3.0	23.7[16.7 µM]	-0.7	-1.6	-1.0	1.7
Cc1ccc(S(=O)(=O)Nc2cc3c4c(c2)CC(=O)N4CCC3)cc1	-11.7	-0.3	nt	3.0	2.9	-3.6	-0.5
NS(=O)(=O)c1ccc(CCNC(=O)c2ccc3nc4ccc(Cl)cc4c(=O)n3c2)cc1	2.0	0.2	nt	1.0	3.1	0.4	1.1
Cc1cccc(OCC(=O)Nc2ccc(N3CCN(C(=O)c4ccco4)CC3)cc2)c1C	5.6	-0.9	0.2	4.0	-0.9	-4.6	1.6
NS(=O)(=O)c1cccc(C(=O)OCC(=O)NC2CCCc3ccccc32)c1 (stereo not drawn)	0.7	0.8	-5.8	1.6	10.9	-3.7	-2.6
Cc1ccc(CN2CCN(/N=C/C(Br)=C\c3ccccc3)CC2)cc1	3.3	-1.7	-2.6	1.8	-0.9	-4.1	-5.3
N#C/C(=C\c1c[nH]c2ccccc12)C(=O)NC1CCCC1	?	1.2	4.6	1.6	1.6	2.6	0.5
N#CC1(NC(=O)CN2c3cccc4cccc(c34)S2(=O)=O)CCCCC1	4.4	0.5	6.5	-0.1	1.0	-6.3	0.2
CCOC(=O)C1=C(CS(=O)(=O)c2ccccc2)NC(=O)NC1c1ccccc1OCC (stereo not drawn)	14.3	-1.6	-4.9	1.7	1.2	1.3	-0.7
Cc1cccc(-c2cc(C(=O)NCc3ccccn3)c3ccccc3n2)c1	17.7	-0.7	nt	-0.6	-2.1	8.3	-2.1
O=C1c2ccccc2C(=O)c2c1cccc2N1CCN(CCO)CC1	-1.0	1.0	-9.5	8.0	2.0	-0.6	1.5
O=C(C[C@@H]1C=C[C@H](NC(=O)Nc2ccc(C(F)(F)F)cc2)[C@@H](CO)O1)NCc1cccc(F)c1	12.5	-0.7	-8.5[16.7 µM]	2.0	-3.0	0.6	-3.0
COc1ccc(C(=O)OCC(=O)NC23CC4CC(CC(C4)C2)C3)c(OC)c1OC	?	-0.2	2.8	0.8	-2.4	0.9	-0.8
CN1c2ccc(C#Cc3cccnc3)cc2[C@@H]2[C@@H](CCN2C(=O)Cc2cccnc2)[C@@H]1CO	-2.3	0.8	1.9[16.7 µM]	nt	nt	nt	nt
CCN(CCn1cccn1)C(=O)c1ccc2nc(Cc3ccc(OC)cc3)oc2c1	?	0.6	2.0	-4.8	1.4	-4.7	2.6
O=C(Cn1ncc2c3ccccc3n(Cc3ccccc3)c2c1=O)NCc1ccco1	-1.0	4.2	3.3	nt	-0.8	-2.0	0.7
CCOC(=O)C1=C(CC)Nc2ccccc2N=C1NC(=O)c1ccc(C)c(S(=O)(=O)N2CCOCC2)c1	-5.3	-0.3	-2.2	2.0	2.7	1.1	1.8
CCC(=O)Nc1ccc2c(c1)C(=O)N(C)C[C@H](OC)[C@H](C)CN(Cc1ccccn1)[C@@H](C)CO2	2.9	1.3	3.2[16.7 µM]	3.1	0.2	-0.1	-1.8
CCCCCCCN1CCC(=O)N([C@H](CO)Cc2ccccc2)CC1	8.4	-2.6	-3.9	nt	-2.1	8.4	nt
O=S(=O)(Cc1ccccc1)c1nc2ccccc2n1Cc1ccccn1	-0.6	-2.8	-4.9	-2.3	-2.0	10.1	21.7*
O=C(Nc1ccnc(-c2ccncc2)n1)c1cccs1	nt	-0.3	nt	4.8	-0.9	-0.2	0.8
O=C1NC(=Nc2ccccc2)S/C1=C\c1cccs1	2.2	2.2	nt	nt	0.1	-9.6	nt
CC(=O)Nc1cc(-c2ccccc2)cn2c(-c3cccc(C(C)=O)c3)cnc12	17.8	0.9	-3.3	-1.7	2.0	?	nt
C#CCNc1c2c(nc3ncnn13)CC(C)CC2 (stereo not drawn)	2.2	-0.9	-6.0	13.6	-0.8	-2.3	-1.4
COc1ccc(CCNC(=O)COC(=O)c2ccc(OC)cc2OC)cc1	-2.4	-1.1	-4.2	1.8	-3.2	-1.5	2.2
O=S(=O)(c1ccc(-c2ccon2)s1)N1CCN(CCN2CCOCC2)CC1	3.3	2.3	nt	-0.3	-3.6	nt	-0.2
C=C(C)CN(CC)C(=O)CC1C(=O)NCCN1C (stereo not drawn)	5.3	nt	-0.5	12.8	-0.8	-0.4	-1.3
C[C@H]1CCCCO[C@@H](CN(C)C(=O)C2CCCCC2)[C@@H](C)CN([C@@H](C)CO)C(=O)c2cc(NC(=O)NC3CCCCC3)ccc2O1	-2.5	1.3	-9.2[16.7 µM]	3.4	3.4	-4.9	4.6
O=C(Cn1cc(COc2ccc(C(=O)c3ccccc3)cc2)nn1)c1ccc(O)cc1	?	-1.7	-1.1	5.1	14.9	3.5	4.5
CC(C)C(=O)N1CCC1(C)C(=O)Nc1ccc2cn[nH]c2c1 (stereo not drawn)	-1.6	2.1	15.2	-2.7	0.3	3.2	nt
CC(C)CC#Cc1ccc2c(c1)O[C@@H](CN(C)C(=O)Nc1ccccc1F)[C@H](C)CN([C@@H](C)CO)S2(=O)=O	-15.6	4.2	13.1[16.7 µM]	1.3	2.5	-8.8	6.5
COc1ccccc1N1CC(C(=O)Nc2nnc(SCC(=O)NC(C)C)s2)CC1=O (stereo not drawn)	3.4	-3.0	nt	1.6	4.3	4.1	-0.3
O=C(Nc1ccc2c(c1)[C@H]1C[C@@H](CC(=O)N3CCCCC3)O[C@H](CO)[C@H]1O2)NC1CCCC1	56.1*	1.2	6.4[16.7 µM]	0.4	-1.3	-0.8	-1.0
CC1CCCCC1NC(=O)c1ccc(S(=O)(=O)N2CCN(C)CC2)cc1 (stereo not drawn)	-0.2	1.1	6.8	-0.1	-0.3	-2.1	-4.7
CC(=O)N(C)C[C@@H]1Oc2ncc(C#Cc3ccccn3)cc2C(=O)N([C@H](C)CO)C[C@@H]1C	9.0	-2.9	19.7[16.7 µM]	-0.3	2.0	6.0	3.9
C[C@H]1CN([C@@H](C)CO)C(=O)c2cc(C#CC3CC3)cnc2O[C@@H]1CN(C)S(C)(=O)=O	3.3	1.0	7.8[16.7 µM]	1.5	0.0	7.0	2.4
O=C(NC1CCCCC1)[C@H](CSCc1ccccc1)N1Cc2ccccc2C1=O	-0.6	2.0	11.1	1.3	-0.6	4.2	nt
C[C@@H]1CCCCO[C@@H](CN(C)S(C)(=O)=O)[C@@H](C)CN([C@H](C)CO)C(=O)c2cc(NC(=O)Cc3ccccc3)ccc2O1	4.8	1.7	5.9[16.7 µM]	-0.7	0.8	3.5	-1.1
O=C(Nc1cccc(Cl)c1)Nc1ccccc1NS(=O)(=O)c1cccs1	2.6	-0.1	nt	-6.8	6.9	-3.6	-7.5
COc1ccc(C(=O)N/C(=C/c2ccc(Cl)cc2)C(=O)NCc2ccncc2)cc1	12.0	1.6	2.5	3.6	-0.7	-0.3	-2.4
